LGR2 inh: Drosophila LGR2 receptor signaling inhibition | HEK293 LGR2, CRE-luciferase, bursicon-stimulated, 4 h | inhibition, % at 9.99 µM | 380,000 tested, 0.35% active;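 active = drop in luminescence signal, shown as inhibition above about 50% in the replicate tests, limit read from the data, passing the limit was not always enough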;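 also: agonist challenge used bursicon conditioned medium at about half maximal strength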
C2C12 statin: protects C2C12 myotubes from simvastatin toxicity; AID 602340; ATP luminescence, 48 h; scaled: DMSO 0, geranylgeraniol control 100; rescue of ATP level, % at 7.49 µM; 330,000 tested, 0.78% active;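 active = mean ATP rescue above about 67%, or every replicate alone reaching that limit, limit read from the data, passing the limit was not always enough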;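 also: myotubes were challenged with 10 µM simvastatin during compound exposure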
Cneo AK release: Cryptococcus neoformans lysis via adenylate kinase release; 360,000 tested, 0.2% active; C. neoformans lysis, adenylate kinase release luminescence, 4 h; normalised: neutral wells 0, clomiphene wells 100; lysis activity, % at 15 µM;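 active = mean lysis activity across replicates of at least 80%, whatever share of replicates individually reach that level; inactive = mean lysis activity below 80%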
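Schedule: static 4 h at 37 °C with compound, 1 h detection; system: C. neoformans cells; benchmarks: Clomiphene as positive control; buffer or medium: fresh YPD medium; measure: luminescence rise reflecting yeast cell lysis; measured by: luminescent adenylate kinase detection reagent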
PGC1a acetyl inh: PGC1a acetylation modulation, inhibitor mode; U2OS PGC1a acetylation, AlphaScreen anti-acetyl-lysine; with virally co-expressed GCN5 acetyltransferase; inhibition, % at 15.6 µM; 350,000 tested, 0.17% active;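 active = every replicate shows inhibition of at least 40%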;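 also: 0% = neutral control wells and 100% = positive control wells; some results beyond the cut were filed as inactive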
PAX8 reporter: inhibitors of PAX8 transcriptional activity in RMG-I cells; RMG-I TPO-luciferase reporter, SteadyGlo, 24 h; inhibition, % at 12.6 µM; 360,000 tested, 1.2% active; AID 652154;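 active = mean replicate inhibition at least 60% with every replicate also reaching 60%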;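 also: luciferase light reporting Pax8 driven TPO promoter activity; plate controls were median of neutral control wells for no effect and mitoxantrone controls for full effect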
PglD inh: blocks C. jejuni PglD acetyltransferase activity; purified PglD enzyme, DTNB colorimetric CoA detection; inhibition, % at 12.5 µM; 360,000 tested, 0.098% active; AID 602405; in the data active = inhibition above about 16%, passing the limit was not always enough; also: strong numbers were not always called active
ARNT-TACC3 inh: disruptors of human ARNT/TACC3 interaction; 390,000 tested, 0.66% active; AlphaScreen His-ARNT PAS-B/GST-TACC3 binding, luminescence; TACC3 fragment carries E629A point mutation; inhibition, % at 9.99 µM; Q9Y6A5;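 active = mean inhibition of replicates at least 50% and at least half of replicates each reaching 50%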;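 also: 0% = complete ARNT plus TACC3 wells and 100% = ARNT alone without TACC3; many hits fall short of the cut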
INS-1E GSIS act: primary screen for activators of insulin secretion dependent on glucose, INS-1E cells, GLuc reporter luminescence | INS-1E GLuc reporter insulin secretion, 2-3 h | activation, % at 16.6 µM | 370,000 tested, 0.61% active | AID 743287;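 active = lowest replicate activation of at least 40%, so every replicate reaches that level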;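 also: 0% = median of neutral control wells and 100% = median of IBMX positive control wells; some compounds called inactive have numbers as strong as hits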
Numbers without * were called inactive; nt = no result given.

SMILES | LGR2 inh | C2C12 statin | Cneo AK release | PGC1a acetyl inh | PAX8 reporter | PglD inh | ARNT-TACC3 inh | INS-1E GSIS act
CCC(C)c1c(N)n(S(=O)(=O)c2ccc(C)cc2)oc1=O (stereo unspecified) | 4.4 | -3.8 | -0.1 | -5.7 | -6.7 | -1.9 | 61.1* | nt
C[C@H](CO)N1C[C@H](C)[C@@H](CN(C)C(=O)C2CCC2)Oc2cc(C#CCN(C)C)ccc2S1(=O)=O | 1.1 | -2.6 | 1.1 | -2.9 | nt | 1.0 | -4.5 | -1.4
CC(Sc1nncn1C)C(=O)Nc1ccc(Cl)cn1 (stereo unspecified) | 1.3 | nt | 0.3 | nt | 5.5 | 7.8 | 1.1 | -0.8
C[C@H](CO)N1C[C@H](C)[C@@H](CN(C)C(=O)c2ccccc2)Oc2ncc(C3=CCCCC3)cc2C1=O | -6.1 | -3.4 | 4.3 | -27.0 | nt | 11.1 | -8.8 | -7.2
COCCNC(C)C(=O)C12CC3CC(CC(C3)C1)C2 (stereo unspecified) | 5.7 | 2.6 | -0.9 | -5.6 | nt | -3.3 | -2.3 | 0.3
COc1ccccc1NC(=O)C(=O)NCCC1CCCCN1S(=O)(=O)c1cccs1 (stereo unspecified) | 5.9 | 1.3 | 4.2 | nt | nt | -0.6 | 0.5 | -0.8
O=C(C1CCC1)N1CCCCN2[C@@H](CO)[C@H](c3ccc(-c4ccncc4)cc3)[C@@H]2C1 | 13.8 | 17.1 | -1.5 | -8.3 | -10.4 | -1.2 | -4.3 | 5.5
Cc1ccc(N(CC(=O)N(C)Cc2ccccc2)S(C)(=O)=O)cc1C | nt | 3.6 | -0.6 | -14.6 | 16.2 | 4.1 | -18.9 | nt
O=C1[C@H]2[C@@H](c3ccc(C(F)(F)F)cc3)N[C@]3(CCCN(Cc4ccccc4)C3=O)[C@H]2C(=O)N1Cc1ccccc1 | 13.8 | 17.1 | 1.7 | -14.5 | 3.9 | -1.8 | nt | -15.3
C[C@@H]1CCCCO[C@H](CN(C)C(=O)C2CCCCC2)[C@H](C)CN([C@@H](C)CO)C(=O)c2cc(N(C)C)ccc2O1 | 0.4 | 27.0 | -4.8 | 6.9 | 26.0 | 0.5 | 5.6 | -23.5
CC(C)CN(C(=O)COC(=O)Cn1cnc2ccccc2c1=O)C1CCS(=O)(=O)C1 (stereo unspecified) | nt | -0.1 | 3.5 | 12.5 | 0.3 | 4.6 | 19.6 | nt
CCOCCOC(=O)c1[nH]c2c(c1C)C(=O)CC(c1cccs1)C2 (stereo unspecified) | -19.8 | nt | -0.4 | -6.5 | 59.8 | 0.4 | 17.3 | 28.3
Cc1cnnn1-c1ccc([N+](=O)[O-])cc1 | -16.7 | nt | nt | 5.0 | 4.5 | nt | nt | -9.2
CN1C(=O)c2cc(NS(C)(=O)=O)ccc2OC[C@@H]2O[C@H](CC(=O)O)CC[C@@H]21 | 5.8 | 27.2 | -0.8 | 5.6 | 5.9 | 5.3 | -9.0 | 12.2
C[C@@H]1CN([C@H](C)CO)C(=O)c2cccc(NC(=O)c3nc4ccccc4s3)c2O[C@H]1CN(C)S(=O)(=O)c1cn(C)cn1 | -15.5 | -20.7 | 0.2 | -2.6 | nt | 1.7 | -4.0 | 10.5
CN1CCN(C(=O)/C(=C/c2ccc(F)cc2)NC(=O)c2ccccc2)CC1 | 0.6 | 3.1 | -1.6 | 2.6 | -3.7 | -4.8 | -5.0 | 1.1
COc1cccc(SCC2(O)CCN(C(=O)c3ccc(Cl)cc3)CC2)c1 | nt | 2.3 | 0.9 | nt | 6.8 | 1.5 | -7.3 | -27.1
CC/C(Cc1ccccc1)=N\NC(=O)c1cc([N+](=O)[O-])cc([N+](=O)[O-])c1 | -8.2 | -1.6 | 1.0 | -11.6 | -4.1 | -0.3 | nt | -1.3
C[C@@H]1CN([C@H](C)CO)C(=O)c2cc(NC(=O)Nc3ccc4c(c3)OCO4)ccc2O[C@@H]1CN(C)Cc1ccc(C(=O)Nc2ccccc2N)cc1 | 1.1 | nt | -1.5 | 2.8 | nt | -0.8 | 10.9 | -8.6
Cc1c(-n2cc(C(=O)c3cc(Cl)ccc3O)cc(C#N)c2=O)c(=O)n(-c2ccccc2)n1C | 5.3 | -14.7 | -4.6 | 0.0 | nt | -1.8 | -23.3 | -3.6
NC(=O)C1CCN(C(=O)c2ccc3ncsc3c2)CC1 | -2.2 | 7.4 | -0.9 | 11.5 | -13.1 | -1.9 | nt | nt
CCN(CC)S(=O)(=O)c1cc(NC(=O)C(CC(C)C)NC(N)=O)ccc1C (stereo unspecified) | 16.2 | 7.4 | 1.6 | 2.6 | 3.7 | 2.4 | 0.5 | 4.3
NC(=O)CCN1CCCCC1 | 19.2 | -8.8 | 0.5 | nt | -6.5 | 0.7 | 2.0 | 6.8
CNC[C@H]1Oc2ccc(NC(=O)Nc3ccc(F)cc3)cc2C(=O)N([C@H](C)CO)C[C@H]1C | -12.6 | 13.2 | -1.4 | 9.5 | -15.3 | -1.4 | 9.8 | -1.1
O=C(Nc1nnc(-c2ccccc2)o1)c1ccc(Cl)cc1 | nt | -10.0 | -3.7 | -10.9 | nt | 0.0 | nt | nt

Four entries already listed, sorted by molecular weight, rising.
SMILES | LGR2 inh | C2C12 statin | Cneo AK release | PGC1a acetyl inh | PAX8 reporter | PglD inh | ARNT-TACC3 inh | INS-1E GSIS act
NC(=O)CCN1CCCCC1 | 19.2 | -8.8 | 0.5 | nt | -6.5 | 0.7 | 2.0 | 6.8
O=C(Nc1nnc(-c2ccccc2)o1)c1ccc(Cl)cc1 | nt | -10.0 | -3.7 | -10.9 | nt | 0.0 | nt | nt
CN1CCN(C(=O)/C(=C/c2ccc(F)cc2)NC(=O)c2ccccc2)CC1 | 0.6 | 3.1 | -1.6 | 2.6 | -3.7 | -4.8 | -5.0 | 1.1
COc1ccccc1NC(=O)C(=O)NCCC1CCCCN1S(=O)(=O)c1cccs1 (stereo unspecified) | 5.9 | 1.3 | 4.2 | nt | nt | -0.6 | 0.5 | -0.8

(more compounds)
SMILES | LGR2 inh | C2C12 statin | Cneo AK release | PGC1a acetyl inh | PAX8 reporter | PglD inh | ARNT-TACC3 inh | INS-1E GSIS act
Cc1ccc(Cl)cc1NC(=O)C[n+]1ccc(Cc2ccc([N+](=O)[O-])cc2)cc1 | 22.4 | nt | nt | nt | 59.8 | nt | 50.9* | 10.3
C[C@@H]1CCCCO[C@@H](CN(C)C(=O)c2ccccc2)[C@H](C)CN([C@@H](C)CO)C(=O)c2cc(NS(=O)(=O)c3ccccc3)ccc2O1 | -0.1 | nt | 4.0 | 17.4 | 4.8 | -0.8 | -1.9 | 4.1
CCC(=O)N1CCc2cc(OC)c(OC)cc2C1COc1ccccc1OC (stereo unspecified) | -4.6 | nt | nt | -15.3 | -9.0 | nt | 9.5 | 47.5*
O=C(C[C@@H]1CC[C@H]2[C@@H](COC[C@@H](O)CN2S(=O)(=O)c2cccc(F)c2)O1)NCc1ccncn1 | -18.4 | 11.9 | 51.5 | 2.8 | 16.8 | 1.2 | 20.4 | 8.1
Cc1oc(-c2ccccc2F)nc1CSCC(=O)NCc1ccc2c(c1)OCO2 | nt | 6.8 | -3.0 | nt | nt | -8.2 | 10.4 | nt
CNC[C@H]1Oc2ccc(NC(=O)C3CCCCC3)cc2C(=O)N([C@@H](C)CO)C[C@@H]1C | 11.4 | -23.7 | 0.5 | 7.7 | -1.0 | 1.5 | nt | 0.3
O=C(COc1ccccc1[N+](=O)[O-])Nc1ccc(Br)cc1 | -84.5 | nt | 1.2 | 0.8 | -127.0 | -0.5 | -4.2 | -10.1
COc1cc(Nc2nc3ccccc3nc2NS(=O)(=O)c2ccc([N+](=O)[O-])cc2)cc(OC)c1OC | 30.6 | -29.0 | -0.2 | 18.6 | 1.3 | 8.3 | -9.2 | 4.5
Cc1ccc(S(=O)(=O)Nc2ccc3c(c2)C(=O)N([C@H](C)CO)C[C@H](C)[C@H](CN(C)Cc2ccc(C(=O)O)cc2)OCCCC[C@@H](C)O3)cc1 | -1.6 | nt | 2.1 | 2.0 | -15.5 | -6.1 | -7.6 | 15.4
COc1ccccc1C(=O)COC(=O)CNC(=O)c1ccc(Br)o1 | -5.4 | 0.9 | 4.6 | 6.3 | 11.5 | 4.4 | -34.8 | 0.2
Cc1ccc(NC(=O)COCC(=O)Nc2ccc(F)cc2)cc1 | -9.3 | -3.2 | -1.6 | -1.1 | 19.1 | 2.8 | -8.3 | -22.7
CCOC(=O)C1=C(c2ccc(O)cc2)NC(=O)NC1C (stereo unspecified) | -3.1 | nt | 1.3 | -6.4 | -6.6 | -1.1 | nt | -10.8
CCOCCCNCc1cn(-c2ccc(F)cc2F)nc1-c1ccccc1C | nt | nt | -6.0 | -1.7 | 13.7 | -0.9 | 1.6 | nt
N#Cc1ccc(CSc2nnc(Cc3cccs3)n2Cc2ccco2)cc1 | nt | nt | -0.4 | -14.0 | nt | -3.0 | -5.9 | nt
N#C/C(=N\Nc1ccc([N+](=O)[O-])cc1)C(=N)N1CCOCC1 | -35.3 | nt | nt | nt | -59.4 | nt | 8.7 | -7.6
O=C(NCC1CC1(Cl)Cl)Nc1ccc(Cl)c(Cl)c1 (stereo unspecified) | -82.0 | -57.4 | -4.1 | nt | -136.0 | -2.7 | nt | -20.7
CC(C)C#Cc1ccc2c(c1)O[C@@H](CN(C)C(=O)C1CCCCC1)[C@@H](C)CN([C@@H](C)CO)S2(=O)=O | -1.9 | 33.6 | nt | 2.0 | nt | nt | nt | -9.8
CCCCOc1ccc(N=Nc2ccc(N)nc2N)cn1 | -82.7 | -13.5 | -0.5 | nt | -97.2 | 0.7 | 21.6 | -33.8
O=C(NCCCn1ccnc1)/C(=C\c1cccnc1)NC(=O)c1ccccc1F | -10.0 | nt | nt | nt | 3.5 | nt | 14.0 | -1.4
COc1cc2c(cc1OC)CN(C(=O)CCc1c[nH]c3ccccc13)[C@H](C(=O)O)C2 | -3.4 | -10.0 | 5.3 | -4.9 | 13.0 | -4.6 | 7.6 | -0.3
COc1ccc2c3c(n(C)c2c1)[C@@H](CO)N(C)CC31CN(C(=O)c2cccnc2)C1 | 6.3 | nt | nt | 1.8 | 13.8 | nt | nt | 5.2
CC(=O)Nc1cc(-c2cccc(C(=O)NCCO)c2)cn2c(-c3ccc(F)c(Cl)c3)cnc12 | -12.6 | -18.8 | -14.0 | -3.8 | nt | -3.6 | nt | nt
O=C(C1CC1)N1CCC(C(O)(c2ccccc2)c2ccccc2)CC1 | nt | 85.2* | 5.6 | -8.0 | 3.1 | 1.0 | -28.6 | nt
CCOc1cc(N2CCOCC2)c(OCC)cc1NC(=O)c1ccc(F)c(S(=O)(=O)N2CCOCC2)c1 | -14.3 | 0.3 | 0.8 | -16.0 | 9.2 | 6.1 | -14.2 | 4.3
COc1ccc([C@@H]2[C@@H]3C(=O)N(C(C)(C)C)C(=O)[C@@H]3[C@]3(Cc4ccccc4)C(=O)N(c4ccc(C(F)(F)F)cc4)C(=O)N23)cc1 | -0.2 | -14.7 | -0.2 | 3.1 | -16.4 | -3.2 | -3.8 | 1.5
N#C/C(=C\c1c(N2CCN(c3ccccc3)CC2)nc2ccccn2c1=O)S(=O)(=O)c1ccccc1 | 5.5 | -2.7 | -0.6 | 3.6 | -10.0 | -3.6 | -3.4 | 4.7
CCC(=O)Nc1ccc2c(c1)C(=O)N(C)C[C@H](OC)[C@H](C)CN(CCc1ccccc1)[C@H](C)CO2 | 5.3 | 6.8 | -2.1 | 9.4 | -0.1 | 1.2 | -8.8 | 17.8
Cc1cc2c(cc1C)C(=O)C(Br)=C(N)C2=O | -39.2 | -3.5 | -2.2 | 10.8 | -1.0 | -1.6 | 7.4 | -2.8
Cn1c(CNC(=O)c2ccccc2F)cc2ccccc21 | 1.3 | 23.1 | 2.4 | 17.8 | 10.2 | -1.6 | -0.9 | -5.3
